Bioassay records deposited in PubChem BioAssay by Vanderbilt High Throughput Screening Facility.
Cav3 T inh – human Cav3.2 channel inhibition, primary screen | hit rate 4% among 100,000 | B-score at 10 µM | Cav3.2-expressing cells, Fluo-4 calcium fluorescence FDSS; active compounds read low;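 active = single-dose well whose peak fluorescence ratio is a statistical outlier from its plate by either plate-standardised score or position-corrected B-score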
Target sequence (O95180 whole entry, looked up): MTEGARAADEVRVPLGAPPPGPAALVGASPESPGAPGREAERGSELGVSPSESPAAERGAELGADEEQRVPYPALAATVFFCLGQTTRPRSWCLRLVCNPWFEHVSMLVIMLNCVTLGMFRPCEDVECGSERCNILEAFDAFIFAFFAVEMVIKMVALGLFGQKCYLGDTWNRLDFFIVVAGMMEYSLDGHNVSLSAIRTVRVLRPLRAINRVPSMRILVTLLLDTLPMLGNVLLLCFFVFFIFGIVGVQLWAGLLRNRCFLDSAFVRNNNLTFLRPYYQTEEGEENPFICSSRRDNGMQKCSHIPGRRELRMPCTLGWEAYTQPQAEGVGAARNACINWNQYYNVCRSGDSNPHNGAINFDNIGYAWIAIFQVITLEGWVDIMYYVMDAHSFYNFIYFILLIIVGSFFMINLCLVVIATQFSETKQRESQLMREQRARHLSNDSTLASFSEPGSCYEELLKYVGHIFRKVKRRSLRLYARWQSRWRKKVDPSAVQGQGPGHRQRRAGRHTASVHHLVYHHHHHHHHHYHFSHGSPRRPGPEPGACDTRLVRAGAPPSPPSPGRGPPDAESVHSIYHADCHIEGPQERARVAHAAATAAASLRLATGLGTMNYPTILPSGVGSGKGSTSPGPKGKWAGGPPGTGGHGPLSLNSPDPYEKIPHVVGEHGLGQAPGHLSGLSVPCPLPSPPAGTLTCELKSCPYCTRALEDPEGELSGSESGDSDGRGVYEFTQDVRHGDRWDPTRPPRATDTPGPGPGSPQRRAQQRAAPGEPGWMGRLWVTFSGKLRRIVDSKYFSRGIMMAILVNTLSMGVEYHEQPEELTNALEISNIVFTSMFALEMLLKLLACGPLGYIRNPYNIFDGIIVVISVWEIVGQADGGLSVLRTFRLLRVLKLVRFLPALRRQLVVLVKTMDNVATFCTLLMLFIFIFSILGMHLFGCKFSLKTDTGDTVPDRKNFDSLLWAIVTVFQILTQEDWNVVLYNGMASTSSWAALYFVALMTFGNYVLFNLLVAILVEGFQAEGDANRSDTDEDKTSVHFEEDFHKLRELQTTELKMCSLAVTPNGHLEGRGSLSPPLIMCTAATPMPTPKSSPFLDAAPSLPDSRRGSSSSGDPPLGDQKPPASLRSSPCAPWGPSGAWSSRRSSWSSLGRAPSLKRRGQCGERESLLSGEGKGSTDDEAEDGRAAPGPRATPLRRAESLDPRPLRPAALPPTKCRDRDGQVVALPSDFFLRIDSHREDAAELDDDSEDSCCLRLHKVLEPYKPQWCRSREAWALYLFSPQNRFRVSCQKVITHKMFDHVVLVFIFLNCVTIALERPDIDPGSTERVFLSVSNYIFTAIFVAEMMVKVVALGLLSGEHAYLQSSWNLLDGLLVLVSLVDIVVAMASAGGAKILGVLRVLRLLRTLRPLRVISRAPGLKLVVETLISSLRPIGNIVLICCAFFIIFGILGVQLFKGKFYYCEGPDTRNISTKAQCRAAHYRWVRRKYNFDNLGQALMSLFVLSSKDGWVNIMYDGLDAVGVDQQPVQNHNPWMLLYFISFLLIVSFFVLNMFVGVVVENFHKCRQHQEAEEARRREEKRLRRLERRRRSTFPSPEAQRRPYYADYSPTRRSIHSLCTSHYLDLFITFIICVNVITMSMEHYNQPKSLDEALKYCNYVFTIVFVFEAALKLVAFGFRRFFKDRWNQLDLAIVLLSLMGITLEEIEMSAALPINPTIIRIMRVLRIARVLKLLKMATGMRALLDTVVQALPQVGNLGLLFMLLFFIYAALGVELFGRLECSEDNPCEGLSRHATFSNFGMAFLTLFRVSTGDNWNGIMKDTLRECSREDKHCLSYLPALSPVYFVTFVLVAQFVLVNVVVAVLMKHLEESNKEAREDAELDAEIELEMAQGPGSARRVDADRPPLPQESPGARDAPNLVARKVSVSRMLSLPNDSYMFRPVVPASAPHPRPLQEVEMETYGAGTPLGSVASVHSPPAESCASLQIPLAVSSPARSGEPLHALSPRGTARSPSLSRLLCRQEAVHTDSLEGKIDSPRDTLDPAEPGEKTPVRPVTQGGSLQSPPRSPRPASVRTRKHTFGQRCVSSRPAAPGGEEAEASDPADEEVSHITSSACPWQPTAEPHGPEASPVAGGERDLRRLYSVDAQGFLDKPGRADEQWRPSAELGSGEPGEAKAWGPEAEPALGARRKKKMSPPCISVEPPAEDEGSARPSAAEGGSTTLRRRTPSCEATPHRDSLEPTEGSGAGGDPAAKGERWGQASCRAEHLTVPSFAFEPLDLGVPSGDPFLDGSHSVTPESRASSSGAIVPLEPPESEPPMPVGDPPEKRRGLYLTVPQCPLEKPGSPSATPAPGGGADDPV
An asterisk follows results filed as active. These rows are one share of the data, so the mix of outcomes need not match the whole.

nr	mol	Cav3 T inh
1	Cc1ccc(CNS(=O)(=O)N(C)C)cc1	0.2
2	Cc1cc2nc(CCN3CCOCC3)n(S(=O)(=O)c3ccc(C(C)(C)C)cc3)c2cc1C	-0.08
3	Cc1cc(C)n(-c2nnc(C)n2/N=C/c2ccco2)n1	0.16
4	COc1ccc(OC)c(C2C(C#N)=C(N)Oc3cc(N)ccc32)c1 (stereo not given)	-0.87
5	Nc1nnc(SCc2ccccc2F)n1-c1ccccc1	-0.66
6	CC(CC(=O)c1cccs1)CC(=O)c1cccs1	0.9
7	O=C(NCC1CC1)[C@]1(C(F)(F)F)C[C@H](CCC2CCCCC2)CCCO1	-0.56
8	Cc1nn2c(NCCOCCO)c3c(nc2c1-c1ccccc1)CCCC3	1.1
9	O=C(Nc1ccccc1F)c1cc2nc(C(F)F)cc(C(F)F)n2n1	-0.84
10	CCCn1c(N2CCN(C)CC2)nc2c1c(=O)[nH]c(=O)n2C	0.98
11	COC(=O)c1[nH]c2ccccc2c1NC(=O)CN1CCCc2ccccc21	-2.3
12	CCC1CCCCN1Cc1ccc(CNS(=O)(=O)c2ccc3c(c2)oc(=O)n3C)o1 (stereo not given)	0.047
13	Cc1nc2sc(C(c3ccccc3)N3CCN(c4ccccc4F)CC3)c(O)n2n1 (stereo not given)	-1.3
14	CCOc1ccccc1N1CCN(CC(O)COc2ccc3c(C)cc(=O)oc3c2)CC1 (stereo not given)	0.77
15	CCC(CC)NC(=O)Cc1ccccc1OC	0.87
16	CN(c1cccc(NC(=O)CN2C(=O)c3ccccc3S2(=O)=O)c1)S(C)(=O)=O	1.1
17	Cc1nn(-c2ccccc2)c(Cl)c1C(=O)NCC(C)C	0.11
18	O=C(Nc1ncccc1Cl)c1cccc(F)c1	0.1
19	Cc1ccc(CSC2=NCCN2C(=O)C2CC2)cc1	-0.4
20	Cc1nc2cc(C(=O)O)ccc2s1	0.21
21	Nc1nonc1C(=O)NCCNC(=O)c1ccccc1F	-0.87
22	C(=N\n1cnnc1)/c1ccc(-c2ccccc2)cc1	0.02
23	O=C(O)C1(P(=O)(c2ccccc2)c2ccccc2)CCC1	0.34
24	CCCC(=O)C1C(=O)CC(CC(C)SCC)CC1=O (stereo not given)	0.97
25	Cc1ccc2oc(=O)c3cnn(CC(=O)NC4CCN(Cc5ccccc5)CC4)c3c2c1	1.1
26	CCOc1ccc(-n2cc(C(=O)Nc3ccc(Cl)cn3)c3cc(OC)c(OC)cc3c2=O)cc1	0.38
27	CCOc1ccc2c(c1)C(C)=CC(C)(C)N2C(=O)Nc1ccccc1	-0.79
28	O=C(Oc1ccc2c(=O)c(Cl)coc2c1)c1ccncc1	-0.58
29	CCOC(=O)Cc1csc(NC(=O)c2cccnc2)n1	0.73
30	Cc1cc2oc(=O)cc(CSc3nnc(C)n3N)c2cc1C(C)C	-0.29
31	O=C1CN(C(=O)COC(=O)C2CC(=O)N(Cc3ccco3)C2)c2ccccc2N1 (stereo not given)	0.12
32	c1ccc(-c2csc(N3CCOCC3)n2)cc1	-1.9
33	NC(=O)c1ccccc1-c1nc(-c2ccccc2)no1	0.064
34	COc1ccc(N(C(=O)c2cccnc2)S(=O)(=O)c2ccc3c(c2)n(C)c(=O)n3C)cc1	0.68
35	Cc1cc(C)c2[nH]c(=O)c(CN(CC3CCCO3)S(=O)(=O)c3ccc4c(c3)OCCO4)cc2c1 (stereo not given)	-2.9
36	CCCC1=C(C(=O)OCC)C(c2ccc(F)cc2)n2ncnc2N1 (stereo not given)	0.53
37	N#CC(C(=O)Nc1ccccc1)=C1CCCCC1	1.5
38	CSc1sc(C(=O)NN)c2c1C(O)CCC2 (stereo not given)	-2.2
39	Cc1ccc(NC(=O)Cn2nnc(C(=O)NCc3ccco3)c2N)cc1	1.1
40	c1ccc(Nc2nc(-c3cccs3)cs2)nc1	-5*
41	COC(=O)/C=c1/s/c(=C(/C#N)C(=O)NCc2ccccc2)n(-c2ccccc2)c1=O	-0.12
42	O=C(O)C1CC=CCC1C(=O)Nc1ccccc1 (stereo not given)	-0.021
43	CCOC(=O)c1c(NC(=S)NC(=O)c2ccc(Cn3cc(Cl)cn3)o2)sc2c1CCC(C)C2 (stereo not given)	-0.87
44	O=C(Nc1ccccc1)OCc1cn(-c2ccc(Cl)cc2)nn1	-0.64
45	OCCOCCn1c(C2CCCN2c2nc(-c3ccc(F)cc3)cs2)nc2cc(C(F)(F)F)ccc21 (stereo not given)	-0.071
46	CC(C)c1ccc(SCc2noc(C(=O)NCC3CCCO3)c2C(=O)O)cc1 (stereo not given)	0.035
47	c1ccc(-c2nn3c(-c4ccccc4)nnc3s2)cc1	0.52
48	CC(C)n1cc(NC(=O)C2CC(c3cccc(Br)c3)=NO2)cn1 (stereo not given)	-3.2
49	COc1ccc(-n2nc(C(=O)O)c3ccccc3c2=O)c(OC)c1	-1.4
50	Cc1cnn(C(=O)c2oc3ccccc3c2C)c1	-0.53
51	O=C(NCc1ccc2c(c1)OCO2)C1CCCN(S(=O)(=O)c2cccs2)C1 (stereo not given)	-0.13
52	COc1ccc(OCC(=O)Nc2nnc(C)s2)cc1	-0.05
53	CCOC(=O)c1c(N)sc(C(O)(C(F)(F)F)C(F)(F)F)c1-c1ccc(F)cc1	-4.9*
54	O=C(NC1CCCCCC1)C1c2ccccc2C(=O)N1CCCN1CCOCC1 (stereo not given)	0.9
55	Cc1ccc(-c2csc(NC(=O)Cc3cccs3)n2)cc1C	-0.38
56	O=C(Nc1cnc2ccccc2c1)c1cccc(-n2cnnn2)c1	-0.85

Other results.
nr	mol	Cav3 T inh
57	CCOC(=O)c1cccc(NC(=O)CSc2nc3ccccc3c(=O)n2CC)c1	0.65
58	Cc1cc(Cl)ccc1OCC(=O)NC1CCCC1	-0.51
59	CCn1cc(Br)c(C(=O)Nc2ccc(C(=O)OC(C)C)cc2)n1	-1.2
60	O=C(CSCc1ccc(Cl)cc1)Nc1nccs1	0.72
61	O=C(c1ccc(C#CC2(O)CCCCC2)cc1)N1CCOCC1	0.69
62	Cc1c(C#N)c(N=CN(C)C)c(C(=O)c2ccccc2)n1-c1ccc(Br)cc1	-0.29
63	COc1ccc(CCN(Cc2nc(-c3ccccc3)no2)Cc2nc(-c3ccccc3)no2)cc1OC	-1.9
64	COc1ccc(S(=O)(=O)N(CC(=O)O)c2ccccn2)cc1	1.2

Printed as active in Cav3 T inh, among the entries above:
nr	mol	Cav3 T inh
40	c1ccc(Nc2nc(-c3cccs3)cs2)nc1	-5*
53	CCOC(=O)c1c(N)sc(C(O)(C(F)(F)F)C(F)(F)F)c1-c1ccc(F)cc1	-4.9*

(listing goes on)
nr	mol	Cav3 T inh
65	COc1ccc(Cl)cc1NC(=O)/C=C\C(=O)O	0.57
66	O=[N+]([O-])c1cccc(-c2nc(-c3ccccc3)c(-c3cccs3)[nH]2)c1	0.28
67	CCOC(=O)C1=C(c2ccccc2)Nc2ncnn2C1c1ccccn1 (stereo not given)	0.009
68	COc1cc2c(cc1NC(=O)c1ccncc1)oc1ccccc12	1.6
69	CC(C)Sc1nc2sc(-c3ccccc3)cc2c(=O)n1N	1.7
70	COc1cc2[nH]c(=S)nc(NCCCOC(C)C)c2cc1OC	2
71	O=C1CSC(c2c(F)cccc2Cl)N1c1cccc(F)c1 (stereo not given)	-1.9
72	CCOC(=O)CN1C(=O)COc2ccc(Cl)cc21	1.1
73	CCOc1cc(/C=N\O)cc(Cl)c1OCC	-1.9
74	COc1cccc(-c2csc(N3CCN(S(=O)(=O)c4ccc(F)cc4)CC3)n2)c1	0.022
75	O=C1C(NS(=O)(=O)c2cccs2)=C(N2CCN(c3ccccc3)CC2)C(=O)c2ccccc21	1
76	CCOC(=O)c1nn(-c2cccc(Cl)c2)c2nc(CC(C)C)c(C#N)c(=O)n12	-3.8
77	COCc1cc(C)nc2sc(C(=O)N3CCN(c4ccccc4)CC3)c(N)c12	-1.1
78	Nc1nn(S(=O)(=O)c2cccc3nsnc23)cc1-c1ccc(Br)cc1	-5.9*
79	O=C(NC1CCCC1)c1nc2c(nnn2Cc2ccccc2Cl)c(=O)[nH]1	-3.4*
80	CC(C)(C)[C@@H]1C=C(C(=O)N2CCOCC2)O[C@H](OCc2ccc(CO)cc2)C1	0.29
81	Cn1c(CCCNC(=O)c2ccccc2)nc2ccccc21	0.19
82	O=C(Nc1ccccc1)N1CCCC2CCCCC21 (stereo not given)	-0.94
83	Cc1cc(C(=O)OCC(=O)Nc2nc(-c3ccccc3)cs2)c(C)o1	0.24
84	O=C(CNC1C(=O)Nc2ccccc21)Sc1ccccc1 (stereo not given)	-0.26
85	COc1ccccc1OCCCCCc1c(C)n[nH]c1C	-1.1
86	FC(F)(F)c1cccc(N2CCN(c3nnnn3-c3ccccc3)CC2)c1	-3.7
87	O=C(NCCOC(=O)C1COc2ccccc2O1)c1cccnc1 (stereo not given)	-0.17
88	COc1ccccc1N1CCN(C(=O)Nc2cccc(C)c2)CC1	0.45
89	CCCC1C(=O)N(c2ccccc2)C1c1ccccc1 (stereo not given)	-1.2
90	COc1ccccc1NC(=O)N1CCN(c2ncccn2)CC1	-0.031
91	Cc1sc2ncn(CC(=O)OC(C)C(=O)NC(C)(C)C)c(=O)c2c1C (stereo not given)	-0.24
92	Cc1cc(-c2ccc(Cl)cc2)n2nc(N)nc2n1	1.7
93	CC(C)(C)n1nnnc1C(c1cccs1)N(Cc1ccccc1)Cc1cccnc1 (stereo not given)	-4.6*
94	CCOc1ccccc1N1CCN(Cc2ccc(OC)c(OC)c2OC)CC1	0.065
95	O=C(Nc1c(-c2ccccc2)nc2ccccn12)c1ccco1	0.8
96	CCCN1CCN(S(=O)(=O)c2ccc(OC)c(Br)c2)CC1	0.1
97	O=C(CSc1ncnc2nc[nH]c12)c1ccccc1	-0.73
98	COc1ccc(C(=O)N2CC=C(c3ccccc3)CC2)cc1S(=O)(=O)N1CCOCC1	0.72
99	CNC(=O)c1cc2c(=O)n3cccc(C)c3nc2n(C(C)C)c1=N	-0.67
100	COc1ccccc1N1CCN(C(=O)C2CCC(Cn3c(=S)[nH]c4ccccc4c3=O)CC2)CC1 (stereo not given)	-0.16
101	COc1ccc(C(=O)Nc2nc3c(s2)Cc2cc(OC)ccc2-3)cc1	0.72
102	Cn1nnnc1SCc1c(F)cccc1F	-0.17
103	COC(=O)c1ccc(CSc2nc3c(c(=O)n2-c2ccc(C)cc2)SCC3)o1	-0.28
104	CC(C)NC(=S)N/N=C/c1cccs1	-0.32
105	Cc1cccn2c(=O)c(C=O)c(N3CCCCCC3)nc12	0.78
106	Fc1cccc(Cl)c1Cn1nnc2c(NCc3ccccn3)ncnc21	0.5
107	O=C(Nc1ccc(-c2ccccc2)cc1)c1ccc2c(c1)S(=O)(=O)c1ccccc1C2=O	0.63
108	Cc1nc(SCC(=O)NCc2ccco2)nc(C)c1C	0.79
109	C(=C\c1ccccc1)/CSc1nnc(-c2cnccn2)n1Cc1ccco1	-3.5*
110	CCCC(=O)Nc1sc(C(=O)OC)c(C)c1C(N)=O	-0.071
111	O=C(Nc1ccccc1N1CCN(C(=O)c2ccccc2)CC1)c1cc(Br)ccc1Cl	-1.9
112	O=C(CN1C(=O)c2ccccc2S1(=O)=O)NCc1cccnc1	-0.68

In the list so far, 5 have a cyano group.
nr	mol	Cav3 T inh
4	COc1ccc(OC)c(C2C(C#N)=C(N)Oc3cc(N)ccc32)c1 (stereo not given)	-0.87
37	N#CC(C(=O)Nc1ccccc1)=C1CCCCC1	1.5
41	COC(=O)/C=c1/s/c(=C(/C#N)C(=O)NCc2ccccc2)n(-c2ccccc2)c1=O	-0.12
62	Cc1c(C#N)c(N=CN(C)C)c(C(=O)c2ccccc2)n1-c1ccc(Br)cc1	-0.29
76	CCOC(=O)c1nn(-c2cccc(Cl)c2)c2nc(CC(C)C)c(C#N)c(=O)n12	-3.8

(continued)
nr	mol	Cav3 T inh
113	COc1nc(N(C)C)nc(N(OC)S(=O)(=O)c2ccccc2Cl)n1	2.8
114	CC(C)C(c1nnnn1C1CCCC1)N1c2ccccc2CC1C (stereo not given)	-3.5
115	CCOC(=O)c1cc2c(=O)n3ccccc3nc2n(CC2CCCO2)c1=NC(C)=O (stereo not given)	3.1
116	CC1=NOC(=O)/C1=C\c1ccc(-c2ccc(Cl)cc2Cl)o1	-0.29
117	CCCC(=O)Nc1ccccc1NC(=O)CN(C)S(=O)(=O)c1ccc(C)cc1	-0.91
118	CCCN(CCC)C(=O)CC(c1ccc(F)cc1)c1ccco1 (stereo not given)	-2.1
119	Cc1ccc(S(=O)(=O)NC(=O)Nc2ccc(F)cc2)cc1	-0.31
120	CCOC(=O)NCc1cc(-c2nn(C)c(=O)c3ccccc23)ccc1C	0.31
121	Cc1nn(-c2cccc(Cl)c2)c2c1C(c1ccncc1)C(C#N)=C(N)O2 (stereo not given)	-0.1
122	Clc1ccc(Cl)c(Oc2ccc(Oc3nc(Cl)ccc3Cl)cc2)n1	-1.8
123	Cc1ccc(C(=O)Nc2ccccc2-c2ccccc2)cc1[N+](=O)[O-]	-1.1
124	Cc1nc(NC(=O)c2ccccc2)sc1C1(C)CC(c2c(Cl)cccc2Cl)=NO1 (stereo not given)	-0.86
125	COc1ccc(NC(=O)c2ccc(CNc3c(NC4CCCCC4)c(=O)c3=O)cc2)c(OC)c1	-0.31
126	COc1ccc(C(=O)n2nc(C)c(Br)c2C)cc1	0.095
127	COc1ccc(S(=O)(=O)N2CCC(C(=O)N3CCCCC3)CC2)cc1OC	-0.8
128	COc1cccc(-c2nc(CSCC(=O)NCC3CCCO3)c(C)o2)c1 (stereo not given)	-0.015
129	CCCCCOC(=O)C1[C@H]2C(=O)N(c3ccccc3CC)C[C@]23C=C[C@H]1O3 (stereo not given in full)	-0.27
130	O=C(Cc1ccccc1)Nc1ccccc1C(=O)O	-0.33
131	Cc1cccc(OCCC(=O)Nc2c(C)n(C)n(-c3ccccc3)c2=O)c1	1.9

Down the list, as entered above.
Cav3 T inh for entries 123–127: -1.1, -0.86, -0.31, 0.095, -0.8
